BL2 CD40 inh = CD40 pathway inhibition in BL2 cells | BL2 NF-kB luciferase reporter, CD40L-induced, 4 h | inhibition, % at 10 µM | hit rate 0.94% among 83,000;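 active means mean inhibition of at least 50% with a set share of replicates also reaching that level; inconclusive means no clear call, values can overlap the other calls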;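 further: 0% = neutral control wells and 100% = IKK inhibitor VII at 50 µM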
The depositor's hits bear a star; ? = inconclusive; & = joins results of further samples; [ ] = dose if it differs, or a comment. A portion of the library (hit frequency here may not be typical).

Start of the listing, in advance:
| compound | BL2 CD40 inh |
| --- | --- |
| C/C(=N/NS(=O)(=O)c1ccc(F)cc1)c1ccc(NC(=O)c2ccc(C)o2)cc1 | -42.0 |
| CC(C)CN(C(=O)CSc1nnnn1C)C1CCS(=O)(=O)C1 (stereo not drawn) | 7.5 |

The list itself, from the start:
| compound | BL2 CD40 inh |
| --- | --- |
| C/C(=N/NS(=O)(=O)c1ccc(F)cc1)c1ccc(NC(=O)c2ccc(C)o2)cc1 | -42.0 |
| CC(C)CN(C(=O)CSc1nnnn1C)C1CCS(=O)(=O)C1 (stereo not drawn) | 7.5 |
| CN(C(=O)CSc1nncc2ccccc12)c1ccccc1 | -5.1 |
| CC(C)NC(=O)N(C)C[C@H]1Oc2ccc(NC(=O)Cc3ccccc3)cc2CC(=O)N([C@H](C)CO)C[C@H]1C | -5.4[25 µM] |
| O=S(=O)(Nc1cccc(S(=O)(=O)N2CCOCC2)c1)c1cccs1 | 9.9 |
| COc1ccc(CN(C)C[C@H]2OCCCC[C@@H](C)Oc3ccc(NC(=O)C4CCCCC4)cc3C(=O)N([C@@H](C)CO)C[C@H]2C)cc1 | -0.9[25 µM] |
| Cc1ccccc1-n1nc2c(c1NC(=O)c1cccc(F)c1)CS(=O)C2 (stereo not drawn) | 5.1 |
| Cc1sc(NC(=O)c2ccco2)c(C(c2cccnc2)N2CCC(C)CC2)c1C (stereo not drawn) | 3.9 |
| O=C(CN1CCN(S(=O)(=O)/C=C/c2ccccc2)CC1)Nc1ccc(N2CCOCC2)cc1 | 11.3 |
| CCc1ccc(OCC(=O)N/N=C/c2cc([N+](=O)[O-])ccc2N2CCOCC2)cc1 | -13.3 |
| c1ccc(N2CCCCC2)c(Nc2nc3ccccc3n3cnnc23)c1 | 0.2 |
| O=C(CN1CCN(C(=O)C2CCCO2)CC1)Nc1ccc(F)cc1 (stereo not drawn) | -2.4 |
| COc1ccccc1NC(=O)COC(=O)CCn1c(C)csc1=O | 13.6 |
| O=C(Nc1cccc(C(=O)NC2CC2)c1)c1ccc(Cl)c(S(=O)(=O)N2CCOCC2)c1 | 1.2 |
| C[C@@H]1CCCCO[C@@H](CN(C)S(=O)(=O)c2ccccc2)[C@H](C)CN([C@H](C)CO)C(=O)c2cc(NS(=O)(=O)c3ccc(Cl)cc3)ccc2O1 | 20.4 |
| COc1cccc(CN2[C@@H]3CN(C(=O)CC(F)(F)F)c4ccccc4[C@@H]3[C@@H]2CO)c1 | -3.4[25 µM] |
| Cc1ccc(SCC(=O)OCC(=O)N2CCN(C(=O)c3ccco3)CC2)c(C)c1 | -3.4 |
| O=C(NCc1ccco1)c1ccc2snnc2c1 | -4.4 |
| CN(C)C(=O)[C@H]1[C@H](CO)[C@H]2Cn3c(ccc(-c4ccncc4)c3=O)[C@H]2N1Cc1ccccc1F | 6.2[25 µM] |
| CN(C)c1ccc(CNCCC(Cc2ccccc2)c2ccco2)cc1 (stereo not drawn) | 21.7 |
| O=C(CN1CCCN(Cc2ccc(F)cc2Cl)C1=O)NC1CCCCCCC1 | 22.0 |
| COc1ccccc1S(=O)(=O)N1C[C@@H]2N[C@H](C1)C2c1ccc(-c2cccnc2)cc1 (stereo partly drawn) | 20.7&1.0[25 µM] |
| O=C(CSc1nn(-c2ccc(F)cc2)c(=S)s1)NCC1CCCO1 (stereo not drawn) | 5.4 |
| CC(=O)Nc1nnc(S(N)(=O)=O)s1 | 11.9 |
| O=C(NN=C1CCCC1)c1ccc([N+](=O)[O-])cc1 | 2.3 |
| CCOC(=O)C1CCN(C(=O)COC(=O)C2CCN(S(=O)(=O)c3ccc4c(c3)OCCO4)CC2)CC1 | 5.4 |
| COc1cc2c(cc1OC)C(NC(=O)C(F)(F)F)CNC2=O (stereo not drawn) | 5.3 |
| CCC(CC)NC(=O)Nc1ccc(F)cc1F | 1.3 |
| CCCc1cc(=O)[nH]c(=S)[nH]1 | ? |
| COc1ccc(C(C#N)c2ccc(=O)[nH]n2)cc1 (stereo not drawn) | 4.1 |
| COc1cccc(C(NC(C)=O)c2nc(-c3ccccc3OC)cs2)c1 (stereo not drawn) | -7.3 |
| Cc1sc2ncnc(NC(C)C(=O)O)c2c1C (stereo not drawn) | 10.0 |
| O=C(NC[C@@H]1[C@@H](c2ccccc2)[C@H](CO)N1Cc1ccccn1)C1CCCC1 | -9.6[25 µM] |
| COc1cccc(CNC(=O)[C@H]2[C@H](CO)[C@H]3Cn4c(ccc(-c5ccncc5)c4=O)[C@@H]2N3C(C)=O)c1 | 3.7[25 µM] |
| C/C=C/c1ccc(OCC(=O)Nc2cc(S(=O)(=O)N3CCOCC3)ccc2N2CCCC2)c(OC)c1 | 8.6 |
| O=C(CN1CCOCC1)N[C@H]1CC[C@@H](CCn2cc(C3CCCC3)nn2)O[C@@H]1CO | 4.1 |
| Cc1ccccc1NC(=O)Cc1nc(COC(=O)c2ccccn2)cs1 | 1.5 |
| COc1ccc2c(c1)CCCC(Br)C2=O (stereo not drawn) | -9.6 |
| CCSc1nnc(NC(=O)C2C3CCC(C3)C2C(=O)O)s1 (stereo not drawn) | 1.9 |
| O=C(CNCC1CCCCC1)Nc1cccc(S(=O)(=O)N2CCOCC2)c1 | -3.5 |
| O=C1N(CCCN2C(=O)C3(OCCO3)c3ccccc32)c2ccccc2C12OCCO2 | 2.3 |
| O=C(NCC[C@@H]1CC[C@H](NC(=O)c2ccncc2)[C@@H](CO)O1)Nc1ccc(Cl)cc1 | -7.3[25 µM] |
| COc1ccc(-c2cc(COc3ccccc3)on2)cc1 | -81.1 |
| O=C(Cn1c(=O)oc2cc(S(=O)(=O)N3CCCCCC3)ccc21)NC1CCCCC1 | 28.5 |
| COc1ccc(NC(=O)CN(C)C(=O)c2cc3c(s2)CCCCC3)cc1 | -2.8 |
| NC(=O)c1ccccc1NC(=O)COC(=O)CSCc1cccc(Cl)c1 | 5.0 |
| Cc1n[nH]c(C)c1S(=O)(=O)N(CC(=O)NC1CCCC1)c1ccc(C(C)C)cc1 | 7.9 |
| COC(=O)CN(c1cc([N+](=O)[O-])ccc1OC)S(C)(=O)=O | 11.8 |
| CCOc1ccc(S(=O)(=O)Nc2ccc(C(=O)N3CCC3)cc2)cc1 | 1.8 |
| CCOC(=O)C1CCN(S(=O)(=O)c2ccc3c4c(cccc24)C(=O)N3CC)CC1 | 5.4 |
| Cc1csc(SC(C)C(=O)Nc2ccc3c(c2)OCCO3)n1 (stereo not drawn) | -5.9 |
| Cc1ccc(NC(=O)COC(=O)c2ccc3c(=O)n4c(nc3c2)CCC4)c(Br)c1 | 2.0 |
| Cc1sc2ncnc(Sc3nnnn3-c3ccccc3)c2c1C | 46.5* |
| O=C(CN1CCN(S(=O)(=O)N2CCCCCC2)CC1)Nc1ccc(F)cc1 | 1.1 |
| CN(C)C(=O)c1ccc(-c2ccccc2[C@@H]2[C@H](C#N)N(C(=O)C3CCCCC3)[C@H]2CO)cc1 | -20.4[25 µM] |
| COc1ccccc1NS(=O)(=O)c1ccc(C)c(C(=O)NNC(=O)c2csc(N3CCOCC3)n2)c1 | 1.3 |
| COc1cccc(C(=O)Nc2cccc3c2ccc2cccn23)c1 | -5.3 |
| CS(=O)(=O)N1[C@H](C#N)[C@@H](c2ccc(C#CC3CC3)cc2)[C@H]1CO | -2.0 |
| CN1C(=O)c2cc(NC(=O)c3cnccn3)ccc2OC[C@@H]2O[C@@H](CC(=O)NCC3CCCCC3)CC[C@H]21 | -14.8[25 µM] |
| O=C(Nc1ccccc1F)N1C[C@@H]2[C@H](c3ccccc31)[C@H](CO)N2C(=O)C1CCCC1 | -39.0 |

More results:
| compound | BL2 CD40 inh |
| --- | --- |
| C=CCSc1nnc(NC(=O)C2CC(=O)N(c3ccc4c(c3)OCCO4)C2)s1 (stereo not drawn) | -2.9 |
| C[C@@H]1CN([C@H](C)CO)C(=O)Cc2cc(NC(=O)c3ccncc3)ccc2O[C@@H]1CN(C)C(=O)Nc1ccc(F)cc1 | -1.3[25 µM] |
| O=C(Cn1cc(C(=O)c2ccco2)c2ccccc21)NC1CC1 | 14.2 |
| COc1ccc2c(CC(=O)N(C)CC3COc4ccccc4O3)coc2c1 (stereo not drawn) | -4.4 |
| CCCN1CCN(CCCNC(=O)CN2C(=O)COc3ccc(C(C)(C)C)cc32)CC1 | 2.4 |
| O=C(O)c1cc(-c2ccncc2)nc2ccc(S(=O)(=O)N3CCOCC3)cc12 | 5.2 |
| CCn1cc(S(=O)(=O)N2CCN(Cc3ccc(F)cc3)CC2)cn1 | 14.6 |
| CCOCCc1nnc(NC(=O)COC)s1 | 9.4 |
| CC(C)=CCC(C)(C)/C=N/NC(N)=O | -13.7 |
| O=C1C2C3C=CC(C3)C2C(=O)N1/N=C/c1cc(Br)cc([N+](=O)[O-])c1O (stereo not drawn) | 3.4 |
| O=C(c1ccco1)N1CCN(C(=O)c2cc(-c3ccccc3)nc3ccccc23)CC1 | -63.5 |
| CC(=O)c1cc(-c2ccccc2)n(CCC(=O)NC2CCCC2)c1C | -1.0 |
| CCc1cc(=O)oc2cc3occ(-c4ccc(OC)c(F)c4)c3cc12 | -4.8 |
| C[C@@H]1CN([C@@H](C)CO)C(=O)c2cc(NS(=O)(=O)c3cn(C)cn3)ccc2O[C@@H](C)CCCCO[C@@H]1CN(C)C(=O)Nc1ccc(C(F)(F)F)cc1 | 4.8[25 µM] |
| O=S(=O)(Cc1ccccc1Cl)NCCOc1ccccc1 | 0.0 |
| O=C(OCc1cncs1)c1ccccc1 | 7.3 |
| Cc1nnc(-c2cnn(-c3ccccc3)c2N)n1Cc1ccncc1 | -9.4 |
| CCN(C(=O)COC(=O)c1cccn1C)C1CCS(=O)(=O)C1 (stereo not drawn) | 5.6 |
| c1ccc(-c2ccc(-c3ccccn3)nn2)nc1 | 52.1* |
| CS(=O)(=O)c1ccc(Cl)c(NC(=O)CCl)c1 | -1.3 |
| CCCCNC(=O)C1(C)CCN1C(=O)c1cc(-c2cccs2)oc1C (stereo not drawn) | 105.1* |
| COCC(=O)Nc1ccc(C)c(Cl)c1 | 1.3 |
| O=C1C[C@H](c2ccccc2)C(=O)N[C@@H](c2ccccc2)C/C=C\C[C@@H](c2ccccc2)N1 | 59.9*[25 µM] |
| Cc1cc(C)n2nc(SC(C)C(=O)N(C)C3CCCCC3)nc2n1 (stereo not drawn) | 10.5 |
| Cc1cccc2c1NC(=O)C2=O | 5.7 |
| c1ccc(Cc2ccc(OCCn3ccnc3)cc2)cc1 | 12.7 |
| CCC(=O)NCCn1c(C)cc2ccccc21 | -4.0 |
| CCCNC(=O)N(C)C[C@H]1[C@H](c2ccccc2)[C@@H](CO)N1C(=O)c1ccccc1 | -3.2[25 µM] |
| CCOC(=O)Cc1csc(SCC(=O)Nc2ccc3[nH]c(=O)[nH]c3c2)n1 | 5.5 |
| O=C(NCCc1ccccc1)[C@@H]1[C@@H](CO)[C@@H]2Cn3c(cccc3=O)[C@H]1N2CC1CC1 | -0.6[25 µM] |
| COc1ccc(NC(=O)Nc2ccc3c(c2)C(=O)N([C@H](C)CO)C[C@H](C)[C@H](CN(C)Cc2ccc(C(F)(F)F)cc2)OCCCC[C@H](C)O3)cc1 | 5.1 |
| CCOc1ccc(OCCN2C(=O)NC3(CCCc4ccccc43)C2=O)cc1 (stereo not drawn) | 2.8 |
| COC(=O)c1ccc(-c2noc(CN3C[C@H]4CC[C@H]3C4)n2)cc1 | -79.4 |
| COc1cc(C(=O)OC2CCN(C)CC2)cc(OC)c1OC | 15.6 |
| Cc1cccc(N2CC(C(=O)OCC(=O)c3c(N)n(CC(C)C)c(=O)n(C)c3=O)CC2=O)c1C (stereo not drawn) | 12.8 |
| Cc1ccc(CN2CC(C(=O)N3CCN(S(=O)(=O)c4ccccc4)CC3)CC2=O)cc1 (stereo not drawn) | 2.2 |
| O=C(c1ccc2c(=O)n(-c3ccccc3)c(=O)[nH]c2c1)N1CCN(c2ccc(F)cc2)CC1 | 7.7 |
| CCCN(C)C[C@H]1OCCCC[C@@H](C)Oc2ccc(NC(=O)CCCN(C)C)cc2C(=O)N([C@@H](C)CO)C[C@@H]1C | -6.2[25 µM] |
| COc1ccc(CCNC(=O)c2c(O)c3c([nH]c2=O)CCCC3)cc1 | 0.7 |
| O=S(=O)(c1ccc(F)cc1)N1C[C@@H]2[C@H](c3ccccc31)[C@@H](CO)N2Cc1ccccc1Cl | 12.9[25 µM] |
| COc1ccc2nc(NC(=O)[C@@H]3CCCN3C(=O)c3cccs3)sc2c1 | -4.6 |
| O=C(Nc1ccc(F)cc1)Nc1ccc(S(=O)(=O)N2CCCC2)cc1 | 15.9 |
| C=CCn1c(C)nnc1SCC(=O)Nc1cc(S(=O)(=O)N2CCCC2)ccc1Cl | 0.2 |
| C[C@@H]1CN([C@H](C)CO)C(=O)c2cccc(NC(=O)c3ccncc3)c2O[C@@H]1CN(C)Cc1ccc2c(c1)OCO2 | 1.9[25 µM] |
| CCCNC(=O)N[C@H]1CC[C@@H](CCn2cc(C3CCCC3)nn2)O[C@H]1CO | -7.4 |
| C[C@@H]1CN([C@H](C)CO)C(=O)c2c(c3ccccc3n2C)-c2ccccc2CO[C@@H]1CN(C)C(=O)Nc1ccnc(N2CCOCC2)c1 | 10.4[25 µM] |
| Cc1ccc(C(=O)NC(=S)NCC2CCCO2)cc1[N+](=O)[O-] (stereo not drawn) | -1.2 |
| O=C(CN1CCCCC1)Nc1ccccc1-c1ccccc1 | 3.6 |
| CN(C)c1nnnn1-c1ccc(Oc2ncc(C(F)(F)F)cc2Cl)cc1 | 4.9 |
| Cc1cc(C)nc(SCCN(C)C)n1 | 11.5 |
| Cc1ccc(S(=O)(=O)N[C@@H]2C=C[C@@H](CC(=O)NCc3ccc(Cl)c(Cl)c3)O[C@@H]2CO)cc1 | 5.0[25 µM] |
| O=S(=O)(c1ccccc1F)N1[C@@H]2CNC[C@H]1C2c1ccc(-c2cccc(F)c2)cc1 (stereo partly drawn) | -32.4&7.2[25 µM] |
| N#C[C@@H]1[C@H](c2ccc(C3=CCCCC3)cc2)[C@H](CO)N1C(=O)NC1CCCC1 | -7.2 |
| N#C[C@@H]1[C@@H](c2ccc(C#Cc3cccnc3)cc2)[C@@H](CO)N1C(=O)C1CCC1 | 7.6[25 µM] |
| CCc1nonc1NC(=O)COc1ccc(Cl)c(C)c1 | -28.6 |
| O=C1c2nc3ccccn3c2C(=O)N1Cc1ccccc1 | 5.8 |
| COCCN(C(=O)c1ccc(OCC(C)C)cc1)c1c(N)n(Cc2ccccc2)c(=O)[nH]c1=O | 0.5 |
